TDP1 cell noCPT: qHTS for Inhibitors of human tyrosyl-DNA phosphodiesterase 1 (TDP1): qHTS in cells in absence of CPT; DT40 Tdp1-/- hTDP1 cells, no CPT, ATP luminescence, 48 h; AID 686978, 2013; actives 15% (n = 420,000); Potency, µM (series often up to 46.2 µM), for inactives: at the top dose activity change, negative = growth inhibition, usual class: inhibitors; note: nearly all actives have a fitted effect of over 55% in size
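Chicken DT40 Tdp1-/- cells stably complemented with human TDP1 were seeded at 400 cells/well with DMSO in place of 20 nM camptothecin. After compound pinning, cells grew at least 48 hr at 37 °C; viability read by CellTiter-Glo luminescence.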
TDP1 block: qHTS Assay for Inhibitors of Tyrosyl-DNA Phosphodiesterase (TDP1). recombinant TDP1, AlphaScreen DNA substrate cleavage. Potency, µM (highest dose often 130 µM), without a hit: top-dose activity change, negative = inhibition, most hits filed as inhibitors. actives 0.28% (n = 350,000); note: nearly all actives have a fitted effect of over 40% in size
Target sequence (Q9NUW8 whole entry, looked up): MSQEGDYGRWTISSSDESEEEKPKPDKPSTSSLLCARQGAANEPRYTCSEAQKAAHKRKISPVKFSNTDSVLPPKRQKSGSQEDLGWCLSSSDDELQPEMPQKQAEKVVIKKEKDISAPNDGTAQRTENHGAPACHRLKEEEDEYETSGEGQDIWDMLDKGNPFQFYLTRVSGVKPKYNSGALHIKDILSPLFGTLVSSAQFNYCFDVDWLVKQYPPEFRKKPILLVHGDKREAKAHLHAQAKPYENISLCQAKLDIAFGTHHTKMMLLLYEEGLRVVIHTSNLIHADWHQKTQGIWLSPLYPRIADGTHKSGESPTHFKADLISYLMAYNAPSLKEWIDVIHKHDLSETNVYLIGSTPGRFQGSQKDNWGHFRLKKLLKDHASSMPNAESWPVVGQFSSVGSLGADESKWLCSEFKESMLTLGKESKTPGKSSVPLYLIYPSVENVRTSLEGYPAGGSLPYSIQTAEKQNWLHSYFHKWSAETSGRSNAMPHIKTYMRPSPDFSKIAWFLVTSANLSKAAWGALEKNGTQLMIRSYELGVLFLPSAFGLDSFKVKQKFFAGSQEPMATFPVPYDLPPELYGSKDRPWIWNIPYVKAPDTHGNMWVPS
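Signal: AlphaScreen proximity between streptavidin donor and anti-FITC acceptor beads on intact substrate. Reaction: Tdp1 1 nM, substrate 15 nM final, 5 min RT after 15 min compound preincubation.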
DT40 TDP1 CPT: qHTS for Inhibitors of human tyrosyl-DNA phosphodiesterase 1 (TDP1): qHTS in cells in presence of CPT | chicken DT40 Tdp1-/-;hTDP1 cells + 20 nM CPT, ATP luminescence, 48 h | Potency, µM (titrated, usually from 46.2 µM), without a hit: top-dose activity change, negative = growth inhibition, actives largely listed as inhibitors | actives 12% (n = 420,000); note: nearly all actives have a fitted effect of over 55% in size
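Cell growth measured by CellTiter-Glo luminescence after a minimum 48 h, 37 C compound exposure with 20 nM CPT in Tdp1-knockout DT40 cells stably expressing hTDP1, seeded 400/well; qHTS titration format.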
Numbers without * were called inactive; & = joins results of further samples; [ ] = another dose, or the depositor's remark. Calls come from the whole dose curve; as a rule, active = well fitted curve in the direction sought with a large enough effect; inconclusive = small, poorly fitted or top-dose-only effect, or another doubt; inactive = no such curve, though single readings can be large; an effect the other way counts as inactive or inconclusive. % is set by controls: 0 for no effect and ±100 for the full control effect; potency is the fitted concentration of half-maximal effect.

Results for COc1ccc2c(c1)C(NC(C)=O)C(=O)N2C (configuration not stated) ?
TDP1 cell noCPT: 4%; TDP1 block: 1%; DT40 TDP1 CPT: 3%

How did Cc1nn(-c2ccccc2)c(C)c1C(=O)OCC(=O)N1CCN(S(=O)(=O)c2ccccc2)CC1 do in these assays?
TDP1 cell noCPT: inconclusive; TDP1 block: -2%; DT40 TDP1 CPT: -19%

Results for COC(=O)Cn1c(CN2CCC(Cc3ccccc3)CC2)nc2c1c(=O)n(C)c(=O)n2C ?
TDP1 cell noCPT: -23%; TDP1 block: -6%; DT40 TDP1 CPT: -24%

How did CCc1ccc(NC(=O)C2CCN(S(=O)(=O)c3c(C)noc3/C=C/c3cccs3)CC2)cc1 do in these assays?
TDP1 cell noCPT: 18µM*; TDP1 block: -5%; DT40 TDP1 CPT: inconclusive

Results for CC(C)OCCCNc1nc2c(cnn2C)c(=O)[nH]1 ?
TDP1 cell noCPT: -11%; DT40 TDP1 CPT: -13%

How did O=C(C[C@H]1C/C=C\CC[C@H](Cc2ccc(F)cc2)C(=O)OCCNC1=O)NCCO do in these assays?
TDP1 cell noCPT: 2%; TDP1 block: -3%; DT40 TDP1 CPT: -9%

Results for CC(=O)N1CCc2c(sc3c2c(=O)n(CCc2ccccc2)c(=O)n3Cc2ccc(Cl)cc2)C1 ?
TDP1 cell noCPT: inconclusive; TDP1 block: 5%; DT40 TDP1 CPT: inconclusive

What do the screens show for `CC(=O)Nc1ccc(NC(=O)N2CCCCC2)cc1`?
TDP1 cell noCPT: -1%; TDP1 block: 2%; DT40 TDP1 CPT: 3%

What do the screens show for `Cc1ccc(-c2cn3c(n2)sc2cc(C(=O)NCCCN4CCCCCC4)ccc23)cc1`?
TDP1 cell noCPT: 1.6µM*; TDP1 block: -3%; DT40 TDP1 CPT: 1.6µM*

How did CCCc1[nH]nc2c1C(C1CCCCC1)C(C#N)=C(N)O2 (configuration not stated) do in these assays?
TDP1 cell noCPT: inconclusive; TDP1 block: 3%; DT40 TDP1 CPT: inconclusive

Results for Cc1ccc(C(=O)C2CC2)cc1C ?
TDP1 cell noCPT: -4%; DT40 TDP1 CPT: -5%

How did O=C(Nc1ccc(Cl)c(C(F)(F)F)c1)N1CCCC(O)C1 (configuration not stated) do in these assays?
TDP1 cell noCPT: -7%; TDP1 block: 4%; DT40 TDP1 CPT: -3%

Results for O=C(CSc1cn(CC(=O)N2CCOCC2)c2ccccc12)Nc1ccccc1C(F)(F)F ?
TDP1 cell noCPT: -9%; TDP1 block: 5%; DT40 TDP1 CPT: -1%

How did CC(C)Sc1nc(SCC(=O)O)c2c3c(sc2n1)COC(C)(C)C3 do in these assays?
TDP1 cell noCPT: 3%; TDP1 block: 1%; DT40 TDP1 CPT: -29%

Results for COc1ccc(OC)c(/C=C/C(=O)OCC(=O)Nc2ccc3c(c2)OCCO3)c1 ?
TDP1 cell noCPT: 16µM*; TDP1 block: 2%; DT40 TDP1 CPT: 21µM*

How did Cc1cc(C)nc(N2CCCC(C(=O)NCCc3ccccc3F)C2)n1 (configuration not stated) do in these assays?
TDP1 cell noCPT: -1%; TDP1 block: 2%; DT40 TDP1 CPT: inconclusive

How did O=C(O)CC(NC(=O)C1CCCCC1)c1ccc(OC2CCCC2)cc1 (configuration not stated) do in these assays?
TDP1 cell noCPT: -18%; TDP1 block: 5%; DT40 TDP1 CPT: 0%

How did Cc1cccc(N(CC(N)=O)C2SC(=O)N(c3ccccc3)C2=O)c1 (configuration not stated) do in these assays?
TDP1 cell noCPT: inconclusive; TDP1 block: -3%; DT40 TDP1 CPT: inconclusive

What do the screens show for `CCOCCCNC(=O)NC(=O)CN1CCN(S(=O)(=O)c2ccc3c(c2)OCCO3)CC1`?
TDP1 cell noCPT: -29%; TDP1 block: 0%; DT40 TDP1 CPT: -1%

What do the screens show for `O=C(NC(=S)N1CCCCC1)c1csc([N+](=O)[O-])c1`?
TDP1 cell noCPT: inconclusive; TDP1 block: 5%; DT40 TDP1 CPT: -10%

How did Cc1cccc2c1cnn2C(=O)Nc1ccccc1Cl do in these assays?
TDP1 cell noCPT: inconclusive; DT40 TDP1 CPT: inconclusive

Results for COc1cccc(Cn2c(=O)c(-c3cccs3)nc3cnc(Nc4cccc(OC)c4)nc32)c1 ?
TDP1 cell noCPT: 0%; DT40 TDP1 CPT: -4%

Results for CN1C(=O)Cc2cc(S(=O)(=O)CCC(=O)Nc3ccc(OC(F)(F)F)cc3)ccc21 ?
TDP1 cell noCPT: -8%; TDP1 block: 0%; DT40 TDP1 CPT: 5%

Results for Cc1ccc(N2CC(C(=O)N3CCCCC3)CC2=O)cc1C (configuration not stated) ?
TDP1 cell noCPT: 25%; TDP1 block: 4%; DT40 TDP1 CPT: inconclusive

How did Cc1ccc(NC(=O)N2CCCC(c3nc(-c4ccc(F)cc4)no3)C2)cc1 (configuration not stated) do in these assays?
TDP1 cell noCPT: inconclusive; DT40 TDP1 CPT: 23µM*

Results for O=C(c1ccc([N+](=O)[O-])cc1)N(Cc1cccs1)C1CCS(=O)(=O)C1 (configuration not stated) ?
TDP1 cell noCPT: -2%; TDP1 block: 3%[56.1 µM]; DT40 TDP1 CPT: -18%

How did COc1ccccc1C(=O)NCCOc1ccc(C)c(C)c1 do in these assays?
TDP1 cell noCPT: -7%; DT40 TDP1 CPT: -19%

How did CCCC(=O)N(c1ccc(C(=O)O)cc1)c1nc(-c2ccccc2)c(C)s1 do in these assays?
TDP1 cell noCPT: inconclusive; TDP1 block: -3%; DT40 TDP1 CPT: -17%

Results for CCn1c(=O)c([N+](=O)[O-])c(NCCCn2ccnc2)c2ccccc21 ?
TDP1 cell noCPT: 1%; TDP1 block: 6%; DT40 TDP1 CPT: 2%

Results for CCOC(=O)C1CCN(c2ccc([N+](=O)[O-])cc2S(=O)(=O)N2CCOCC2)CC1 ?
TDP1 cell noCPT: 10%; TDP1 block: inconclusive; DT40 TDP1 CPT: -10%

What do the screens show for `CCN(CC)S(=O)(=O)c1cc(C)ccc1NC(=S)Nc1cccnc1`?
TDP1 cell noCPT: inconclusive; TDP1 block: 6%; DT40 TDP1 CPT: inconclusive

How did O=C(CCn1c(=O)c2sccc2n(Cc2cccc(F)c2)c1=O)NCc1ccc2c(c1)OCO2 do in these assays?
TDP1 cell noCPT: 1%; TDP1 block: -1%; DT40 TDP1 CPT: -3%

How did COc1ccccc1NS(=O)(=O)c1cc(NC(=O)c2ccccc2[N+](=O)[O-])ccc1N1CCOCC1 do in these assays?
TDP1 cell noCPT: inconclusive; TDP1 block: 3%; DT40 TDP1 CPT: inconclusive

How did COc1ccc(NC(=O)CN2C(=O)c3ccccc3Sc3ccc(C(=O)N4CCOCC4)cc32)c(OC)c1 do in these assays?
TDP1 cell noCPT: -11%&-13%; TDP1 block: -3%&1%; DT40 TDP1 CPT: -1%&-2%

Results for Cc1ccc(C(c2nnnn2Cc2ccccc2)N2CCN(Cc3ccncc3)CC2)cc1 (configuration not stated) ?
TDP1 cell noCPT: inconclusive; DT40 TDP1 CPT: inconclusive

Results for O=C(COC(=O)/C=C/c1ccc(F)cc1)Nc1cccc(S(=O)(=O)N2CCCC2)c1 ?
TDP1 cell noCPT: inconclusive; TDP1 block: 1%; DT40 TDP1 CPT: inconclusive

How did CC1Cc2[nH][nH]c(=O)c2C(C2CC2)O1 (configuration not stated) do in these assays?
TDP1 cell noCPT: -2%; DT40 TDP1 CPT: -8%

Results for COC(=O)c1ccncc1N ?
TDP1 cell noCPT: 3%; TDP1 block: -5%; DT40 TDP1 CPT: -8%

What do the screens show for `COc1ccc(C(=O)c2ccc(CC(=O)O)s2)cc1`?
TDP1 cell noCPT: -4%; TDP1 block: -15%; DT40 TDP1 CPT: -3%

Results for COc1cccc(C2CC(C(F)(F)F)n3nc(C(=O)Nc4c(C)n(C)n(-c5ccccc5)c4=O)cc3N2)c1 (configuration not stated) ?
TDP1 cell noCPT: -21%; TDP1 block: 0%; DT40 TDP1 CPT: -14%

Results for COc1ccc2[nH]c(=S)[nH]c2c1 ?
TDP1 cell noCPT: -10%; TDP1 block: 5%; DT40 TDP1 CPT: -27%

Results for CC(=O)Nc1ccc(SCC(=O)N(CCC#N)c2ccc(C)cc2)cc1 ?
TDP1 cell noCPT: inconclusive; TDP1 block: 3%; DT40 TDP1 CPT: -12%

Results for COc1cc(OC)c(C2C(C(=O)O)c3ccccc3C(=O)N2C)cc1OC (configuration not stated) ?
TDP1 cell noCPT: -1%; TDP1 block: -3%; DT40 TDP1 CPT: 20%

What do the screens show for `CCCCCC1CC(COc2ccccc2)OC1=O` (configuration not stated)?
TDP1 cell noCPT: 1%; DT40 TDP1 CPT: 7%

How did Cn1c(C(=O)N[C@@H](Cc2ccccc2)C(=O)O)cc2cc(F)ccc21 do in these assays?
TDP1 cell noCPT: 20%; DT40 TDP1 CPT: 0%

How did CSc1cccc(NC(=O)CN2C(=O)COc3ccc(S(=O)(=O)N4CCOCC4)cc32)c1 do in these assays?
TDP1 cell noCPT: inconclusive; TDP1 block: 0%; DT40 TDP1 CPT: -18%

How did C=CC[C@@H](CC(=O)N[C@H](CO)Cc1ccccc1)C(=O)N[C@H](COC(=O)[C@@H](CC=C)CC(=O)OC(C)(C)C)Cc1ccccc1 do in these assays?
TDP1 cell noCPT: inconclusive; TDP1 block: 1%; DT40 TDP1 CPT: inconclusive

What do the screens show for `CN(CC(=O)Nc1ccccc1Cl)C(=O)c1ccccc1Sc1ccccc1C#N`?
TDP1 cell noCPT: -1%; TDP1 block: 0%; DT40 TDP1 CPT: inconclusive

What do the screens show for `CC(NS(=O)(=O)c1ccc(Br)cc1)c1ccccc1` (configuration not stated)?
TDP1 cell noCPT: -14%; TDP1 block: 2%; DT40 TDP1 CPT: -10%

Results for CCN(CC)S(=O)(=O)c1cc(C(=O)Nc2cccnc2Cl)ccc1Cl ?
TDP1 cell noCPT: inconclusive; TDP1 block: 0%; DT40 TDP1 CPT: 5%

What do the screens show for `O=C(Nc1ccc(F)cc1)C1CCN(S(=O)(=O)c2cccs2)CC1`?
TDP1 cell noCPT: inconclusive; TDP1 block: -5%; DT40 TDP1 CPT: inconclusive

What do the screens show for `Cc1ccc(NC(=O)CSc2nnnn2-c2ccc3c(c2)OCO3)cc1C`?
TDP1 cell noCPT: inconclusive; TDP1 block: 5%; DT40 TDP1 CPT: inconclusive

What do the screens show for `Cc1ccc(-c2nnc3c4ccccc4c(C)nn23)cc1NC(=O)c1ccccc1`?
TDP1 cell noCPT: inconclusive; TDP1 block: 1%; DT40 TDP1 CPT: 1%

Results for CC(C)c1ccc(NC(=O)Cn2c(=O)n(Cc3nc(-c4ccccc4)no3)c(=O)c3cc4c(cc32)OCO4)cc1 ?
TDP1 cell noCPT: inconclusive; TDP1 block: 6%; DT40 TDP1 CPT: inconclusive

What do the screens show for `COc1cc(S(=O)(=O)N2CCCCC2)ccc1NC(=O)c1ccc(F)cc1`?
TDP1 cell noCPT: -8%; TDP1 block: 0%; DT40 TDP1 CPT: -5%

Results for Cc1cc(/C=C2/NC(=O)NC2=O)c(C)n1-c1cccnc1 ?
TDP1 cell noCPT: 0%; TDP1 block: 3%; DT40 TDP1 CPT: -10%

High-throughput results: PubChem, National Center for Advancing Translational Sciences (NCATS)
